# Screening results from PubChem.
# GC-A act = GC-A stimulated cGMP production enhancers – HEK293 GC-A cells, cGMP TR-FRET, EC30 ANP, primary screen | AID 1671463, 2021 | 0% at EC30 ANP, 100% saturating ANP | 0.14% of 370,000 active | activation, % at 10 µM | Atrial natriuretic peptide receptor 1 (Homo sapiens), P16066; in the data active means activation above about 40%
# UHRF1 MBD2 ctr = UHRF1 methylated DNA binding inhibitors, primary screen, counter-screen for MBD2 inhibitor project, biochemical, TR-FRET, human UHRF1, single concentration; E3 ubiquitin-protein ligase UHRF1 (Homo sapiens), Q96T88; UHRF1 binding to methylated oligo; inhibition, % at 4.4 µM; 0.75% of 370,000 active; in the data active means inhibition above about 21%;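 further: UHRF1 SRA domain binding a hemimethylated CpG hairpin DNA probe; 0% = median of test compound wells and 100% = reference inhibitor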
# TCR-CD3 inh = inhibitors of human TCR-CD3 interaction, primary screen, biochemical, fluorescence, TAMRA-labeled TCR probe; T-cell receptor (TCR); inhibition, % at 9.4 µM; 0.37% of 360,000 active; in the data active means inhibition above about 19%;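 further: recombinant mutant TCR 2C K166C tagged with TAMRA read by polarization; 0% = receptor in buffer alone and 100% = receptor with positive control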
# PRMT1 inh = PRMT1 methyltransferase inhibitors, primary screen, biochemical, fluorescence polarization. recombinant PRMT1, activity-based probe fluorescence polarization. inhibition, % at 2.79 µM. 1.3% of 370,000 active. AID 652257, 2013;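 active means inhibition above about 21% made by adding two undisclosed values, limit read from the data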
# rCAG binder = binders of r(CAG) RNA repeats, primary screen, biochemical, fluorescence. r(CAG) RNA repeat, TO-PRO-1 dye displacement fluorescence. inhibition, % at 3 µM. 1.3% of 370,000 active;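 active means inhibition above the plate cutoff, the mean of all test compounds on that plate plus 3 SD, cut at about 35% in these data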;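 further: 0% = DMSO alone and 100% = 100 µM mitoxantrone as full dye displacement; higher means more dye released from RNA so lower well fluorescence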
# HTRA1 inh = HTRA1 serine protease inhibitors, primary screen, biochemical, fluorescence polarization, HTS | recombinant HTRA1, FP-rhodamine activity-based probe | AID 504803, 2011 | 0.5% of 340,000 active | Q92743 | inhibition, % at 5.96 µM; in the data active means inhibition above about 36%;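 further: 0% = enzyme with DMSO and 100% = wells lacking enzyme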
# ABHD4 inh = ABHD4 inhibitors, primary screen, biochemical, fluorescence polarization, mouse | inhibition, % at 8.92 µM | (Lyso)-N-acylphosphatidylethanolamine lipase (Mus musculus), Q8VD66 | 0.54% of 370,000 active | AID 720543, 2013 | purified mABHD4, FP-Rh probe fluorescence polarization;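 active means inhibition exceeding the mean over every tested compound plus 3 SD, cut at about 30% in these data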;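 further: 0% = plate median of compound wells and 100% = S159A mutant with DMSO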
#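 Doses – 8.92 µM, single dose · Material – wild-type mouse ABHD4 protein · Replication – single well per compound (singlicate) · Measure – percent inhibition of probe binding, normalized to plate controls · Schedule – 45 min compound pre-incubation plus 60 min probe step, 25 °C · Detection – fluorescence polarization with parallel and perpendicular emission, 525/598 nm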
# SIAE inh = human SIAE inhibitors, primary screen, biochemical, fluorescence polarization, FP-Rh probe, 1536-well HTS; SIAE FP-Rh probe binding; inhibition, % at 9.66 µM; 0.69% of 370,000 active;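 active means inhibition above a cutoff: mean of compounds within the control limits plus 3 SD of those, cut at about 17% in these data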;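 further: 0% = plate median of compound wells and 100% = probe without SIAE protein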
# NPR2 activator = human GC-B receptor activators, primary screen, HEK293 GC-B cells, cGMP TR-FRET, EC30 CNP; Atrial natriuretic peptide receptor 2 (Homo sapiens), P20594; 0% at EC30 CNP, 100% saturating CNP; activation, % at 10 µM; 0.11% of 370,000 active; AID 1920062, 2024;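 active means activation at 10 µM reaching about 35% in either raw or pattern-adjusted values, limit read from the data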
# Target sequence (P20594 whole entry, looked up): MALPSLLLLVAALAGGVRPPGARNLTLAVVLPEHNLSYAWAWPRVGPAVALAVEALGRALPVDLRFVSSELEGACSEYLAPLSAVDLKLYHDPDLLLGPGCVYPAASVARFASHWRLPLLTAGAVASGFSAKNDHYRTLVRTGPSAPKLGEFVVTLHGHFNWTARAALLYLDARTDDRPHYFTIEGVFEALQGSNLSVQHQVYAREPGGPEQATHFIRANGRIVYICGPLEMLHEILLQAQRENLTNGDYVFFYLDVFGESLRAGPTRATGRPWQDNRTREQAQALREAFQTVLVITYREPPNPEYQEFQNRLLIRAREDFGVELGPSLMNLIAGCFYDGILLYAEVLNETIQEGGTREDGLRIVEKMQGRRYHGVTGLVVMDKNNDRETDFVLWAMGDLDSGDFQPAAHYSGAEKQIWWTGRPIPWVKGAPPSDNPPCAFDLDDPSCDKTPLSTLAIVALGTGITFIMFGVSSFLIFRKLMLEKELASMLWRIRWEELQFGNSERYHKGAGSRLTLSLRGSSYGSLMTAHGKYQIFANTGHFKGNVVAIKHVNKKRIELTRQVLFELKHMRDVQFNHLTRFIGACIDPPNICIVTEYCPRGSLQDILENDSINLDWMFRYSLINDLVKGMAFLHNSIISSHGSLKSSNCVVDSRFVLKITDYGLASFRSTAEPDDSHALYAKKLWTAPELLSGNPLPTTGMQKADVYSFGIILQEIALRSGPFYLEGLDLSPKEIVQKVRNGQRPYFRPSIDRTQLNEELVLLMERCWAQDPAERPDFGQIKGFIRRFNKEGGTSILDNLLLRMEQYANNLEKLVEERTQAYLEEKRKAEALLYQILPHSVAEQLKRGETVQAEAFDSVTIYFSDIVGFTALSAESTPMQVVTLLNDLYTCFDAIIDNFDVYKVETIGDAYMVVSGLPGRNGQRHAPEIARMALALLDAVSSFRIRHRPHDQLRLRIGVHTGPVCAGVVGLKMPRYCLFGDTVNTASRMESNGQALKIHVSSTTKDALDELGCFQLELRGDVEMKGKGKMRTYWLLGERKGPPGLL
# MBD2 inh = inhibitors of MBD2 binding to methylated DNA, primary screen, biochemical, TR-FRET, DNA-binding domain, human. 0.31% of 370,000 active. inhibition, % at 4.4 µM. MBD2 binding to methylated oligonucleotide. Methyl-CpG-binding domain protein 2 (Homo sapiens), Q9UBB5; in the data active means inhibition above about 13%
# Active calls of the source: *; nt = not tested or not shown.
SMILES,GC-A act,UHRF1 MBD2 ctr,TCR-CD3 inh,PRMT1 inh,rCAG binder,HTRA1 inh,ABHD4 inh,SIAE inh,NPR2 activator,MBD2 inh
COc1ccc(NC(=O)CN2C(=O)NC(c3ccccc3)(c3ccccc3)C2=O)cc1,0.8,-1.9,1.8,2.7,0.1,-18.1,-4.7,-6.1,3.0,1.6
O=C(NNC(=O)c1cccc2ccccc12)c1ccc(-c2ccccc2)cc1,1.7,-1.1,-0.5,-0.6,5.8,5.1,4.0,1.1,1.2,-3.9
CCOC(=O)C1CCN(C(=O)c2ccccc2NS(=O)(=O)c2ccccc2)CC1,4.6,-2.6,4.5,-1.6,4.0,6.5,6.2,13.4,-2.8,2.5
CCCCCCN1C[C@H](O)[C@@H](n2cc(-c3ccc(F)cc3)nn2)C[C@@H]1c1ccccc1,-8.0,5.3,2.9,-0.3,5.0,-65.0,-8.3,-16.4,-2.4,-3.4
CSc1nc2nc3c(cc2c(=O)n1-c1cccc(C)c1)COC(C)(C)C3,2.9,1.1,-7.0,4.0,-6.1,nt,0.4,-6.0,2.3,1.5
O=C(O)CCc1nnc(SCC(=O)Nc2ccc(Cl)c(C(F)(F)F)c2)[nH]c1=O,1.4,-1.1,4.1,0.1,12.4,2.0,1.6,1.9,-4.5,2.3
COc1ccc(CCNC(=O)C(=O)NCC2CCCO2)cc1OC (stereo not given),3.5,15.4,3.2,-4.7,-1.6,5.7,1.2,6.1,-0.3,-0.7
C=CCN1C=CC(=O)[C@@H](O)[C@H]1c1ccccc1Br,2.7,-3.1,-2.1,-2.5,2.9,10.6,-3.8,5.8,2.9,-2.3
CCCS(=O)(=O)NC(=O)C1(C)CCCN(C(=O)c2ccc(C#N)cc2)C1 (stereo not given),-0.5,-2.2,0.5,-5.6,-0.4,nt,-2.5,-1.5,4.3,4.8
COc1ccc(CCNC(=O)CSc2ccc(-c3ccccc3)nn2)cc1OC,1.8,0.0,-3.9,-1.9,-6.9,1.2,-8.7,4.7,-1.4,-2.0
CCc1cc2c(nc1CC)CCCN2S(=O)(=O)c1ccccc1,-3.8,0.7,-1.9,4.3,-0.8,nt,8.1,1.9,-5.8,5.0
CCOC(=O)C1CCCN(C(=O)CN2C(=O)c3ccccc3C2=O)C1 (stereo not given),3.1,0.6,3.7,-2.6,-0.9,-0.3,4.4,-1.9,1.1,2.7
CCc1cc2c(SCC(=O)c3cccs3)ncnc2s1,2.7,-2.6,5.7,-3.0,2.3,-42.2,-16.9,0.6,-4.8,1.1
O=C(O)c1ccccc1S(=O)(=O)c1ccccc1CO,1.3,0.4,1.9,-2.0,1.9,8.1,-0.4,-2.0,-3.6,-4.2
O=C(c1ccc([N+](=O)[O-])o1)N(Cc1nnc(-c2ccccc2Cl)o1)C1CC1,-2.7,2.0,2.0,0.0,5.0,-2.0,1.1,-0.7,-2.1,0.5
COc1cc(-c2noc(C)c2/C=C/c2ccc(N)cc2)cc(OC)c1OC,-17.5,0.3,-2.9,-2.9,-1.6,-6.7,-0.1,7.1,-20.1,7.7
COc1ccccc1-c1c(C(F)(F)F)oc2cc(OCC(=O)Nc3ccccc3C(F)(F)F)ccc2c1=O,-2.3,0.9,-5.6,1.6,-1.2,-0.1,6.8,-4.9,-1.2,1.6
CC(=O)Nc1cc2cc(NS(=O)(=O)c3ccc(Cl)cc3)ccc2oc1=O,-2.2,-4.4,7.2,-1.2,0.7,nt,4.3,5.7,1.0,-0.2
O=S(=O)(c1ccc(OC(F)(F)F)cc1)N1CCCC(c2ccccc2)C1 (stereo not given),0.0,-2.6,2.7,-8.4,-6.0,-4.1,-7.3,-0.7,0.0,0.0
Cn1c(=O)c2sccc2n(CC(=O)NCCC2=CCCCC2)c1=O,2.8,-1.0,2.2,-2.5,1.7,6.6,-3.1,-4.4,6.8,-2.9
CCOC(=O)C1CN(S(=O)(=O)c2ccc(Cl)cc2)c2cc(S(=O)(=O)CC)ccc2O1 (stereo not given),0.8,2.6,1.7,7.2,5.3,nt,-7.0,-4.7,0.5,-1.3
CC(c1ccccc1)n1ccnc1CO (stereo not given),3.5,6.1,-6.1,-0.4,0.8,5.8,0.6,-0.1,7.3,5.1
O=S(=O)(/C=C/c1ccccc1)Nc1ccc(F)cc1,-1.5,-0.8,7.2,0.3,3.2,1.2,-4.8,-3.5,-4.7,0.2
Cc1nn2cnnc2c(C)c1Cc1c(F)cccc1Cl,1.5,0.7,9.3,0.7,1.9,11.1,0.3,-1.0,5.9,0.5
CN(Cc1cccnc1)C(=O)c1cc(COc2ccc3ncccc3c2)on1,2.1,-3.7,1.2,-1.4,-2.7,5.9,8.1,-3.1,0.5,-3.8

# The closing two compounds of the part above open the next one.
SMILES,GC-A act,UHRF1 MBD2 ctr,TCR-CD3 inh,PRMT1 inh,rCAG binder,HTRA1 inh,ABHD4 inh,SIAE inh,NPR2 activator,MBD2 inh
Cc1nn2cnnc2c(C)c1Cc1c(F)cccc1Cl,1.5,0.7,9.3,0.7,1.9,11.1,0.3,-1.0,5.9,0.5
CN(Cc1cccnc1)C(=O)c1cc(COc2ccc3ncccc3c2)on1,2.1,-3.7,1.2,-1.4,-2.7,5.9,8.1,-3.1,0.5,-3.8
Cc1cc2cc3c(C)cc(=O)oc3c(C)c2o1,-12.3,-3.5,-14.4,10.2,-0.2,-1.4,-9.8,-15.7,-0.5,7.1
COC(=O)CSc1nc(SCc2ccc(C)cc2)nc2c1CCCC2,5.3,-0.1,8.0,-1.1,2.4,-20.8,-6.0,-1.4,1.4,0.5
COC(=O)[C@]12C[C@H](CC(=O)NCC34CC5CC(CC(C5)C3)C4)C(=O)N(CCC3=CCCCC3)C1=C[C@H](C(C)(C)C)O[C@@H]2C,-2.4,0.6,-5.2,-5.4,1.8,nt,-4.8,-0.3,11.7,3.1
O=C(O)CCNS(=O)(=O)c1ccc2c(c1)OCCCO2,0.8,-2.7,2.2,-2.3,-2.5,-3.4,-4.5,12.2,4.7,-2.2
Nc1nc(NCCOCCO)nc(NC2CCCCC2)c1[N+](=O)[O-],6.6,-0.9,2.7,-2.5,-3.8,1.0,2.1,-3.2,6.7,-0.4
COc1ccc(C2CC(=O)C3=C(C2)Nc2ccccc2NC3c2coc3ccccc3c2=O)cc1OC (stereo not given),-11.0,-0.1,5.8,-4.0,3.9,-0.2,3.8,1.8,-9.7,4.6
COc1ccc(Cl)cc1Cn1c(C)c(C(=O)NCc2cccc(C(F)(F)F)c2)sc1=O,-4.2,1.3,-2.3,7.5,1.9,nt,-9.6,-35.4,-7.4,7.3
CC(C)Cc1nc2sc3c(=O)n(N)cnc3c2c2c1COC(C)(C)C2,4.6,-3.6,2.6,-1.2,-0.2,-2.1,-4.8,4.5,-2.5,-3.5
O=C(O)c1ccccc1C(=O)Nc1ccc(Oc2ccc3ccccc3c2)cc1,-1.3,0.6,-2.1,-1.4,4.8,1.7,3.1,6.2,-3.2,-1.7
Cc1ccc(S(=O)(=O)Nc2ccc3c(c2)C(=O)N([C@@H](C)CO)C[C@@H](C)[C@@H](CN(C)C(=O)NC(C)C)OCCCC[C@H](C)O3)cc1,0.5,0.8,-4.7,1.7,1.4,nt,8.4,11.1,4.8,4.3
O=C(O)CC1(CC(=O)Nc2ccccc2N2CCOCC2)CCCC1,-0.3,-2.8,-3.4,-2.9,1.3,0.9,-3.6,1.7,-2.6,-0.1
O=C(Nc1ccccc1N1CCOCC1)c1cccc2c(Br)cccc12,-10.6,-1.0,-4.2,-4.0,-4.3,-32.1,-6.4,15.7,-2.9,-0.1
COc1ccc(S(=O)(=O)N2CCCCCC2)cc1N(C)S(=O)(=O)c1ccc(Cl)cc1,-1.0,0.2,2.2,3.1,-0.7,-1.7,-5.3,-4.7,4.9,0.8
Cc1ccc(CNCC(O)(c2ccccc2)c2ccccc2)cc1,-63.0,0.4,8.5,-10.2,-4.5,-7.3,-11.0,-8.5,-15.5,-0.3
COC(=O)c1ccccc1SCc1csc(C)n1,-8.4,1.1,-2.4,-0.5,0.9,3.2,2.2,-4.9,1.1,-1.3
CCc1nc(Nc2cccc(F)c2)c2oc3ccccc3c2n1,21.2,1.1,9.8,0.9,8.0,-48.4,-15.1,-2.4,9.8,-0.3
CCOc1ccc(N2C(=O)S/C(=C\c3cccn3C)C2=O)cc1,-1.6,1.6,-6.1,0.6,3.3,-7.5,6.0,-1.4,-1.3,0.7
COCCn1c(COC)nc2ccccc21,0.8,0.8,0.4,1.6,-1.4,0.5,4.7,1.1,-4.1,1.0
COc1ccccc1NC(=O)CSc1nc2ccccc2c(=O)n1CC1CCCO1 (stereo not given),-5.6,5.0,-2.6,-2.9,3.1,-9.2,-8.4,-0.1,-4.2,-2.4
CCC(=O)NC(=S)Nc1ccc(-c2nc3ccccc3s2)cc1,11.7,-1.5,3.6,-3.0,0.0,-7.7,4.8,-4.0,0.8,0.3
COc1ccc(CCN2CNc3c(c(=O)n(C)c(=O)n3C)C2)cc1OC,0.8,4.6,-2.5,5.1,2.2,-2.0,-18.4,-5.8,-3.8,8.5
O=C(NCc1ccco1)/C(=C/c1cccc(C(F)(F)F)c1)c1nc2ccccc2[nH]1,-2.0,-2.1,-4.5,2.2,3.5,-16.4,-1.0,4.5,1.2,-7.1
Cc1c(C(=O)N(C)Cc2ccc(F)cc2)sc(=O)n1Cc1ccccc1C#N,-8.2,-1.4,4.8,-4.6,-3.1,nt,-2.9,1.2,-5.6,2.5
CC(=O)c1c(C)[nH]c(C(=O)OCC(=O)N(C)C)c1C,2.3,3.8,-6.9,-5.1,-2.9,-2.0,-0.7,6.0,1.6,1.4
Cc1cc2nnn(-c3nnc(-c4ccccc4)c4ccccc34)c2cc1C,-0.2,-0.2,-2.4,-1.5,-2.7,-5.3,0.2,-8.9,-1.6,-0.4
CC1(C(=O)Nc2nc3ccc(S(C)(=O)=O)cc3s2)CC1(Cl)Cl (stereo not given),5.7,0.3,8.9,-0.4,0.9,5.5,-7.0,-2.0,5.0,-1.1
CC(NC(=O)COC(=O)c1cc(=O)[nH]c2ccccc12)c1ccccc1 (stereo not given),-0.9,7.3,0.8,1.1,-0.7,-7.4,-7.2,-4.3,-3.5,6.0
COc1cccc(C2Nc3cc(Cl)c(S(N)(=O)=O)cc3S(=O)(=O)N2)c1 (stereo not given),-1.1,-1.3,8.8,-0.5,3.4,-1.6,-5.3,0.6,5.1,-3.1

# Given bar-delimited: entries from further up
Molecule | GC-A act | UHRF1 MBD2 ctr | TCR-CD3 inh | PRMT1 inh | rCAG binder | HTRA1 inh | ABHD4 inh | SIAE inh | NPR2 activator | MBD2 inh
CC(NC(=O)COC(=O)c1cc(=O)[nH]c2ccccc12)c1ccccc1 (stereo not given) | -0.9 | 7.3 | 0.8 | 1.1 | -0.7 | -7.4 | -7.2 | -4.3 | -3.5 | 6.0
COC(=O)c1ccccc1SCc1csc(C)n1 | -8.4 | 1.1 | -2.4 | -0.5 | 0.9 | 3.2 | 2.2 | -4.9 | 1.1 | -1.3

# The list is partial, so the mix of outcomes need not match the whole.
